# Bioassay records: PubChem, several laboratories
# GASC-1 inh: blocks human GASC-1 demethylase activity | GST-JMJD2C(1-420) H3K9me3 demethylation, DELFIA europium | AID 2099 | inhibition, % at 2.35 µM | Q9H3R0 | 330,000 compounds, 0.069% hits;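 active = more than half of a compound's replicate wells show inhibition beyond 50%, single wells judged on their own value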;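 note: signal counts dimethyl H3K9 product captured on neutravidin plate; 0% = median of DMSO wells and 100% = 0.3 times that DMSO median; strong numbers were not always called active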
# Target sequence (Q9H3R0 1-420 limits assumed): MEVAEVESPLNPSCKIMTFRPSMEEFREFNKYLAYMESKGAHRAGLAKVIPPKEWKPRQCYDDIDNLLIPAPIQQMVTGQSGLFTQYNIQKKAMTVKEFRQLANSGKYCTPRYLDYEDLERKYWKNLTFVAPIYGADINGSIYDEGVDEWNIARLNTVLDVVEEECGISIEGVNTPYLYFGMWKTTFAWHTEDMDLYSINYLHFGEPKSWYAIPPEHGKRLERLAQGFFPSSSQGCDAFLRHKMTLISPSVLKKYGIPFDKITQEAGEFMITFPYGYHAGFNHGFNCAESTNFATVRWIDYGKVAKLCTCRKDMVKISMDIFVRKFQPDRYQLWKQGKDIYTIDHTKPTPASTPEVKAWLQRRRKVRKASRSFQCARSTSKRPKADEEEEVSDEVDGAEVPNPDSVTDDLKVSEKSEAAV
# PP5 primary: blocks human protein phosphatase 5 activity; 320,000 compounds, 0.18% hits; inhibition, % at 6.7 µM; purified PP5c, OMFP substrate fluorescence; P53041; AID 1987;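 active = inhibition above the campaign's mean inhibition across all tested compounds plus 3 SD, cut at about 9.5% in these data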;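 note: 0% = DMSO only and 100% = 100 µM cantharidin control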
# proCasp3 act: activates human procaspase-3; 330,000 compounds, 0.11% hits; recombinant procaspase-3 D3A, Ac-DEVD-pNA absorbance 405 nm; activation, % at 8.5 µM; AID 463141; P42574;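 active = activation above the mean of all tested compounds plus 3 SD, cut at about 21% in these data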;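 note: 0% = DMSO alone and 100% = DMSO wells spiked with extra 5 µM PC-3 D3A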
#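 Assay system – Procaspase-3 D3A mutant, all three cleavage aspartates alanine · Controls – DMSO-only low control, 5 µM PC-3 D3A high control · Schedule – 1 h compound preincubation, 2 h substrate hydrolysis at 25 °C · Signal – 405 nm absorbance of p-nitroaniline, reads at 0 and 120 min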
# Fh CTSL1 inh: blocks F. hepatica cathepsin L1 in PFM18AAP counter-screen; inhibition, % at 5.96 µM; recombinant F. hepatica cathepsin L1, Z-Leu-Arg-MCA fluorescence; 300,000 compounds, 0.49% hits;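 active = inhibition above the mean of all tested compounds plus 3 SD, set per screening campaign, cut at about 17% in these data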;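 note: 0% = plate median of test compound wells and 100% = 1 µM Z-Phe-Ala-diazomethylketone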
# PP1 counter: PP1-alpha (human) inhibition in PP5 counter-screen; P62136; purified PP1alpha, OMFP fluorescence; 320,000 compounds, 0.9% hits; inhibition, % at 6.7 µM;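 active = inhibition above the mean inhibition of all tested compounds plus 3 SD, computed separately for each screening campaign, cut at about 15% in these data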
# Target sequence (P62136 whole entry, looked up): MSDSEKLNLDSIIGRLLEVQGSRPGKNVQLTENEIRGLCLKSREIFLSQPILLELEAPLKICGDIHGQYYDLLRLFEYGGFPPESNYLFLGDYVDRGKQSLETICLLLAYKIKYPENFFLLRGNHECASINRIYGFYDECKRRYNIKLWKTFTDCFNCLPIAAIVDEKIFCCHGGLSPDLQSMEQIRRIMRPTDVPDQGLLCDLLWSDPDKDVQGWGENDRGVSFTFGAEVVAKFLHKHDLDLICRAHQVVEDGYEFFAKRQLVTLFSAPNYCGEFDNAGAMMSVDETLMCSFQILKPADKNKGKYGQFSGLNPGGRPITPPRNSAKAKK
# TPT1 inh: blocks Candida albicans tRNA 2'-phosphotransferase; recombinant caTPT1, FP RNA substrate dephosphorylation; inhibition, % at 5 µM; 300,000 compounds, 0.81% hits; AID 1962;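 active = inhibition above the mean of all tested compounds plus 3 SD, set per screening campaign, cut at about 24% in these data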;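 note: plate controls were DMSO alone for no effect and ferristatin control at 100 nM for full effect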
# proCasp7 act: counter-screen: procaspase-7 (human) activation; P55210; recombinant procaspase-7, Ac-DEVD-pNA absorbance 405 nm; D23A/D198A/D206A triple mutant, cannot self-cleave; scale: DMSO 0, 5 µM enzyme 100; activation, % at 8.5 µM; 330,000 compounds, 0.093% hits; AID 463210;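 active = percent activation above the screen-wide mean plus 3 SD, cut at about 25% in these data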
# Target sequence (P55210 whole entry D23A/D198A/D206A): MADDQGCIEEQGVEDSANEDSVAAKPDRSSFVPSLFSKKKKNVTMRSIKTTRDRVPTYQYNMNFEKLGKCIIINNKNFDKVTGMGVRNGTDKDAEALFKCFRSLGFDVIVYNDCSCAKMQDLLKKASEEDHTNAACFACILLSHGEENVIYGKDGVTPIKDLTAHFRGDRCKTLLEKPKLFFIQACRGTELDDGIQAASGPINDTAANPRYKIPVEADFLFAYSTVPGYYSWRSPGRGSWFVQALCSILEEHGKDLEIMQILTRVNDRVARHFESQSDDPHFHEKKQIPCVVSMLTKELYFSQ
#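 Assay system: Uncleavable procaspase-7 mutant enzyme / Input: 2 µM procaspase-7 mutant as dispensed / Dosing: single nominal 8.5 µM compound dose, 0.8% DMSO final / Timing: 1 h enzyme–compound preincubation and 2 h substrate reaction, both 25 °C / Detection: p-Nitroaniline absorbance at 405 nm, read at 0 and 120 min / Replication: singlicate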
# HCV core dimer: HCV core protein dimerization inhibition | TR-FRET GST/Flag-core106 dimerization, 1536-well | inhibition, % at 5 µM | 300,000 compounds, 0.33% hits | AID 1899;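 active = inhibition above the mean of all tested compounds plus 3 SD, set per screening campaign, cut at about 45% in these data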
#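 Test system: GST/Flag-tagged HCV core106 proteins; Medium: KF-containing HEPES buffer, pH 7.45, DTT, CHAPS, BSA; Times: compound-protein-antibody incubation 4 h at 22.5 °C; Detection: TR-FRET 671 and 617 nm emission; Benchmarks: wells lacking GST-core106 and wells with excess unlabelled core106.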
# Efflux pump mplx: inhibitors of Candida antifungal efflux pumps expressed in yeast. AID 485275. inhibition, % at 10 µM. S. cerevisiae Candida pump triplex, Nile Red efflux. 330,000 compounds, 0.44% hits;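 active = plate passing quality check with inhibition over a set limit, or well fluorescence over plate mean plus 4 SD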;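 note: Nile Red retained in pooled yeast measured as flow cytometry median fluorescence; 0% = buffer negative control and 100% = Enniatin B positive control; higher means more Nile Red kept so more efflux inhibition; some compounds called inactive have numbers as strong as hits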
# * marks the source's active call; other numbers are inactive results; . = not tested or not shown; & = joins results of further samples.
SMILES,GASC-1 inh,PP5 primary,proCasp3 act,Fh CTSL1 inh,PP1 counter,TPT1 inh,proCasp7 act,HCV core dimer,Efflux pump mplx
CCOC(=O)N1CCN(c2c(NCC3CCCO3)c(=O)c2=O)CC1 (stereo unspecified),21,0.9,4,-2,-1,0,7,3,0.0
COc1ccc(/C=C2/SC(=O)N(CCC(=O)Nc3ccccc3C(=O)O)C2=S)cc1,6,2.1,5,5,2,1,-1,-2,-0.2
Cc1cccc(Nc2nnc(SCC(=O)Nc3ccccc3[N+](=O)[O-])s2)c1C,5,1.3,3,-1,2,1,-13,18,-0.1
CC(C)(C)c1ccc(NC(=O)C(=O)C2C(=O)Nc3ccccc32)cc1 (stereo unspecified),-8,1.4,6,0,0,-1,-5,1,0.0
Cc1ccc(NC(=O)c2c(C)noc2C)cc1S(=O)(=O)N1CCOCC1,1,.,14,.,.,.,-11,.,-0.2
Clc1ccc(Nc2ccc(-n3ccnc3)nn2)cc1Cl,3,7.0,-1,1,7,2,-6,16,-0.1
O=c1cc(CN2CCN(C/C=C/c3ccccc3)CC2)c2cc(O)ccc2o1,-1,3.8,13,-1,2,1,6,-1,-0.1
COC(=O)c1c(C)nn(-c2ccccc2)c1N,1,2.0,0,0,-4,-3,0,-19,-0.2
O=c1oc2ccccc2cc1-c1csc(NN=C2CCCCC2)n1,1,0.9,-9,2,6,1,-3,38,0.0
COc1ccc(CCNC(=O)C(=O)NCc2ccc(C(C)C)cc2)cc1OC,-28,2.6,-1,2,-2,2,2,-5,0.2
COc1ccc(/C=C/C(=O)c2ccc(O)cc2)cc1CN1CCOCC1,-8,3.5,-15,3,2,3,-4,-12,0.8
Cc1c(C(O)CN2CCC(C(N)=O)CC2)c2ccccc2n1C (stereo unspecified),11,-3.2,7,-2,-8,-2,-9,2,-0.1
CCOC(=O)C1CCN(C(=O)CCc2nc3ccccc3[nH]2)CC1,1,-1.2,-1,4,-2,-4,-3,0,0.0
CCCOc1ccc(-c2csc(N)n2)cc1[N+](=O)[O-],-4,3.8,-7,-2,0,-4,9,3,-0.1
COc1cc(/C=N/NC2=NS(=O)(=O)c3ccccc32)cc(OC)c1OC,5,-3.2,3,3,1,-2,5,12,-0.2
COc1cccc(CNC(=O)N2CCN(c3ccccc3)CC2)c1,0,2.0,9,-2,1,0,3,0,0.1
O=C(Nc1ccccc1C(=O)NCC1CCCO1)c1ccco1 (stereo unspecified),0,-2.2,3,-4,-1,-4,1,-1,-0.1
COc1ccc(CCN(C)C2CCCN(C(=O)c3sccc3C)C2)cc1OC (stereo unspecified),-2,1.3,3,0,-4,2,8,10,-0.1
CCc1nc(C)cn1S(=O)(=O)c1cc(Cl)c(OC)cc1Cl,-7,0.5,-10,-2,3,1,4,-10,-0.1
COc1ccccc1NC(=O)c1cc2n(n1)C(C(F)(F)F)CC(c1ccc3c(c1)OCO3)N2 (stereo unspecified),-2&-2,5.4,-4,0,3,3,12,16,0.1
CCOC(=O)N1CCN(Cc2nc(N)nc(Nc3ccc(Cl)cc3)n2)CC1,-8,-2.1,-2,2,-4,2,6,4,-0.1
COc1ccc(CC(=O)c2ccc(O)cc2O)cc1OC,-7,-1.5,6,6,-4,0,5,0,0.1
CC1(C)CC(=O)C(C=NCCN2CCN(C3CC(=O)N(c4cccc(Br)c4)C3=O)CC2)=C(O)C1 (stereo unspecified),1,-0.3,-3,0,-2,-1,1,0,0.1
NNC(=S)NC1CC2CC1C1C=CCC21 (stereo unspecified),7,-2.6,-8,-7,-5,2,10,5,0.0
O=C(N/N=C/c1cc([N+](=O)[O-])ccc1Cl)c1ccc2nc[nH]c2c1,-3,0.9,-7,5,-2,1,-5,3,0.1
SMILES,GASC-1 inh,PP5 primary,proCasp3 act,Fh CTSL1 inh,PP1 counter,TPT1 inh,proCasp7 act,HCV core dimer,Efflux pump mplx
COc1ccc2sc(-c3ccc(SC)cc3)c(-c3ccc(O)cc3)c2c1,-7,.,2,.,.,.,10,.,-0.4
COc1ccc(C(=O)COC(=O)CNC(=O)c2cccc(OC(F)F)c2)cc1,2,0.5,9,-19,1,2,2,-1,0.1
Cc1ccc(N(CCC#N)C(=O)COC(=O)C2CCN(c3ccc(C(F)(F)F)cn3)CC2)cc1,-6,0.4,5,-1,-3,2,8,5,0.0
COc1ccccc1NC(=O)Nc1ccc2c(c1)nnn2C,1,-1.5,-3,0,-5,-4,19,-3,-0.2
Cc1cccc(NC(=O)CC2SC(=O)N(c3ccccc3)C2=O)c1 (stereo unspecified),4,3.5,-17,11,5,1,-12,-4,-0.1
COC(=O)c1ccccc1NC(=O)c1cc2ccccc2o1,-3,5.0,2,1,2,-4,-8,-6,-0.1
COc1cc(Cl)c(CN2CCCC(CO)(Cc3ccccc3)C2)cc1OC (stereo unspecified),22,0.5,-4,-1,1,3,-6,7,-0.1
CCCCCC(=O)NNC(=O)Cc1ccc([N+](=O)[O-])cc1,17,2.3,-4,-4,-2,2,1,-5,-0.1
CC1CCCC(NC(=O)CCNC(=O)c2ccc([N+](=O)[O-])cc2)C1C (stereo unspecified),-1,-0.4,3,-1,-8,-1,-1,3,-0.2
CC(=O)N1CCN=C1SCc1ccc(F)cc1,7,2.5,5,1,-2,-2,1,-1,0.1
COCc1cc(N2CCN(c3ccccc3F)CC2)nc(-c2ccccc2)n1,4,2.0,0,-2,-7,-3,11,-1,-0.2
NS(=O)(=O)c1ccc(CNC(=S)NCc2ccc(Cl)cc2)cc1,-9,1.0,-2,1,1,3,-9,14,0.0
CCOC(=O)/C(C#N)=C\c1c(OCC)n(CC)c2ccccc12,3,5.3,-12,1,9,-4,-2,-4,0.0
Cc1cc(/C=C2/NC(=O)N(c3ccccc3)C2=O)c(C)n1-c1cccnc1,1,2.4,-4,3,0,0,5,-3,-0.1
CCOc1ccccc1NC(=O)COC(=O)c1cnc(C)cn1,.,-1.7,1,.,0,.,-9,.,-0.2
COc1cc2c(cc1OC)C(c1ccccc1Br)NC(=O)C2 (stereo unspecified),-11,5.0,0,-3,2,0,8,-5,0.1
O=C(NCCc1nnc2ccc(N3CCCCCC3)nn12)c1ccccc1,-1,-1.4,-5,5,0,-6,14,2,0.3
CC(=O)c1ccc([N+](=O)[O-])c(CS(=O)(=O)c2ccc(Cl)cc2)c1,-9,0.2,-2,-2,2,0,-11,-7,0.0
Cc1cccc(OCCN2CSC(=S)N(C)C2)c1,4,2.0,7,3,0,-4,-5,-4,0.0
CN(C)c1ccc(NC(=O)CN2CCN(S(=O)(=O)c3cc(Cl)ccc3Cl)CC2)cc1,-7,4.5,-1,-5,-1,-2,-14,-6,0.1
O=C(NNC1CC(=O)N(c2ccccc2)C1=O)c1ccccc1Cl (stereo unspecified),0,2.6,2,-3,-4,5,-3,1,0.1
Cc1cc(OC(=O)c2ccc(C(C)(C)C)cc2)c([N+](=O)[O-])c(=O)[nH]1,-4,3.9,4,-1,-2,-4,-7,7,-0.3
CCOc1ccccc1Nc1cc(C)nc2ccc(C)cc12,-10,1.4,-1,-1,-3,0,-2,-1,0.1
COc1ccccc1NC(=O)COc1ccc(C(=O)NCc2ccccc2)cc1OC,2,-0.9,-1,.,3,.,0,.,0.2
COC(=O)C1CCN(c2cc(Cl)nc(N)n2)CC1,-34,0.8,-2,1,-6,1,11,3,0.0
SMILES,GASC-1 inh,PP5 primary,proCasp3 act,Fh CTSL1 inh,PP1 counter,TPT1 inh,proCasp7 act,HCV core dimer,Efflux pump mplx
CCOC(=O)c1c(NC(=O)CN2CCN(C(=O)c3ccco3)CC2)sc(C)c1C,-2,4.6,5,0,2,-1,-2,4,-0.1
CCc1ccc(C(=O)COC(=O)c2ccco2)cc1,15,0.5,12,-12,-4,1,4,5,0.2
COc1ccc(CNC(=O)C(=O)NCC2OCCN2S(=O)(=O)c2ccc(OC)cc2)cc1 (stereo unspecified),1,-0.5,-3,5,-3,-3,1,-4,-1.0
Cc1ccc(S(=O)(=O)NCC(=O)OCC(=O)NC2CCCCC2)cc1,-6,.,-2,.,.,.,0,.,0.0
CN(C)CCn1c(=S)[nH]c2ncccc2c1=O,8,-2.4,-9,-3,-3,2,-7,-1,-0.1
Nc1c(Cl)cc(C2=NCCn3nc4ccccc4c32)cc1Cl,6,-1.6,3,7,-4,2,4,2,0.6*
CS(=O)(=O)c1cccc(-c2csc(N3CCC(C(N)=O)CC3)n2)c1,-2,-0.2,1,.,1,.,11,.,-0.1
Cc1ccn2cc(CCNC(=O)CC(C)(C)C)nc2c1,-17,-1.1,-4,1,-1,-1,-2,-4,0.0
CCC(OC(=O)C1=Cc2ccccc2OC1)C(=O)NCc1ccco1 (stereo unspecified),1,0.3,8,-3,-5,2,-3,-10,0.2
COc1ccc(CC(=O)OCC(=O)Nc2cccc(Br)c2)cc1,-2,6.7,6,-6,4,1,-4,-1,0.2
Cc1cccc(C)c1NS(=O)(=O)c1ccc(-c2cnc(C3CC3)o2)cc1,7,4.7,3,1,5,-4,-6,-8,-0.2
COc1ccc(N(CC(=O)NC2CCCC2)C(=O)Cn2nnc(-c3ccc(C)cc3)n2)cc1,-16&6,-0.8,3,2,5,0,4,1,0.0
CC(C(=O)Nc1ccc(Cl)cc1)c1ncc(C(F)(F)F)cc1Cl (stereo unspecified),15,3.4,-4,-2,-4,1,-121,-5,0.4
COc1cc(NC(=O)COC(=O)CNC(=O)c2ccc(Cl)cc2)c(C)cc1[N+](=O)[O-],-5,-1.7,-1,1,1,1,2,3,-0.3
c1ccc(Nc2cc(Nc3ccccc3)[nH]n2)cc1,12,4.0,0,-1,-3,0,-16,-13,-0.1
Cc1cccc(CN2CCSCC2)c1,-3,4.7,-3,1,1,1,-2,-6,-0.2
CS(=O)(=O)N1CCN(C(=O)COc2ccc3ccccc3c2)CC1,-6,1.1,0,1,-6,1,17,2,-0.1
Cc1ccc2nc(SCC(=O)Nc3ccc(F)c([N+](=O)[O-])c3)[nH]c2c1,14,4.5,-2,-3,1,-3,6,0,-0.4
O=c1[nH]c(Cc2cccs2)nc2scc(-c3ccc(Cl)cc3)c12,0,-2.6,-6,8,-4,0,8,11,-0.3
O=C(Cn1[nH]c(=O)c2ccccc2c1=O)N1CCN(S(=O)(=O)c2ccc(Cl)cc2)CC1,8,-0.3,-8,.,-4,.,4,.,0.0

# Fetched by structure from above, 3 records:
SMILES,GASC-1 inh,PP5 primary,proCasp3 act,Fh CTSL1 inh,PP1 counter,TPT1 inh,proCasp7 act,HCV core dimer,Efflux pump mplx
COc1ccc(N(CC(=O)NC2CCCC2)C(=O)Cn2nnc(-c3ccc(C)cc3)n2)cc1,-16&6,-0.8,3,2,5,0,4,1,0.0
Nc1c(Cl)cc(C2=NCCn3nc4ccccc4c32)cc1Cl,6,-1.6,3,7,-4,2,4,2,0.6*
COc1cc(NC(=O)COC(=O)CNC(=O)c2ccc(Cl)cc2)c(C)cc1[N+](=O)[O-],-5,-1.7,-1,1,1,1,2,3,-0.3
